Screening results deposited in PubChem by National Center for Advancing Translational Sciences (NCATS).
KDM5B inhibitor: Primary screen for KDM5B Histone Demethylases FDH-coupled qHTS | KDM5B demethylase, FDH-coupled NADH fluorescence (FDH is formaldehyde dehydrogenase) | Potency, µM (doses to about 57.7 µM), for inactives: at the top dose activity change, negative = inhibition, most hits filed as inhibitors | 220,000 tested, 2.6% active | AID 1347165, 2019; active means well fitted inhibition curve with a large enough effect; inconclusive means small, poorly fitted or top-dose-only effect; inactive means no such curve, though single readings can be large or run the other way; further: 0% is about no effect; nearly all actives have a fitted effect of over 70% in size
Target sequence (Q9UGL1 whole entry, looked up): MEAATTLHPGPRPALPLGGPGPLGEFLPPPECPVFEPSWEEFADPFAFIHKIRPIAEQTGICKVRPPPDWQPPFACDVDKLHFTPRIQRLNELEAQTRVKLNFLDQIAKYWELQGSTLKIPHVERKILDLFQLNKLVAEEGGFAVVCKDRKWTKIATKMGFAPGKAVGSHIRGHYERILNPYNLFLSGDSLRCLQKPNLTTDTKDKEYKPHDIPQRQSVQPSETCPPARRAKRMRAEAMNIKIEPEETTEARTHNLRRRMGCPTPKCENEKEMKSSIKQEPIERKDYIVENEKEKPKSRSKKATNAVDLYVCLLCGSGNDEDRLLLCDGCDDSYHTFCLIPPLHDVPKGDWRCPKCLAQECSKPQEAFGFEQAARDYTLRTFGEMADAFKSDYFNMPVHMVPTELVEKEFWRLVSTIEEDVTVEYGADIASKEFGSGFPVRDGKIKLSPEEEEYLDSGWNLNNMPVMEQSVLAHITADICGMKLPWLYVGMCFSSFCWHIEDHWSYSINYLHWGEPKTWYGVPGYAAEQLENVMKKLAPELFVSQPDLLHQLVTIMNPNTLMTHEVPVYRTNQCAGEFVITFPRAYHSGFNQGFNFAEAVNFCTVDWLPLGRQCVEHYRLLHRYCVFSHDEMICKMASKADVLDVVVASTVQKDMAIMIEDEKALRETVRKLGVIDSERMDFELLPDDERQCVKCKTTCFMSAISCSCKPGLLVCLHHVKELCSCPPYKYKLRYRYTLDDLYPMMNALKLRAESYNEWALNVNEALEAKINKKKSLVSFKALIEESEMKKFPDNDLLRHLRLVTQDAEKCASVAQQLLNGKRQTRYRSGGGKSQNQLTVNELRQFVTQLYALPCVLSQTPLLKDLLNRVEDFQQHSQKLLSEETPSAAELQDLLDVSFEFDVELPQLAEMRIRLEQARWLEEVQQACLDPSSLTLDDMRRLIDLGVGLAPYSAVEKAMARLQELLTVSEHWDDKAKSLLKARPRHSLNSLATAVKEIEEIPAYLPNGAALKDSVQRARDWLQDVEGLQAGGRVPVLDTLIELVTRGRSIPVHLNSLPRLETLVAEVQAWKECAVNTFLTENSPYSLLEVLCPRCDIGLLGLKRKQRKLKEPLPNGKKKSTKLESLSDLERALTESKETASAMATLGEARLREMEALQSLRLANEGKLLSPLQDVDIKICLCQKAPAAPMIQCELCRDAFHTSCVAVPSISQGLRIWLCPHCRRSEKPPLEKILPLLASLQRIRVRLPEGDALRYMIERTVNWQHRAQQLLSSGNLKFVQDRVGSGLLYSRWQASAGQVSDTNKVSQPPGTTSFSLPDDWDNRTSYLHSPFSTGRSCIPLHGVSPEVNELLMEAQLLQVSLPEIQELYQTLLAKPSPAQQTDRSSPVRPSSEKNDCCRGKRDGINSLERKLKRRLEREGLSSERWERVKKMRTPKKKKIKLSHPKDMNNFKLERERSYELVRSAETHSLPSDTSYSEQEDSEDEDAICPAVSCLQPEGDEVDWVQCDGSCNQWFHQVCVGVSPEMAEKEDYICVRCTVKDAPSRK
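qHTS format, multiple compound concentrations. Buffer 50 mM HEPES pH 7.5/0.01% Tween-20; 200 nM KDM5BΔAP final; 10 min compound preincubation; substrate-mix levels 12.5 µM peptide, 25 µM α-KG, 0.25 mM NAD⁺; 30 min RT; ΔRFU.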
* marks the source's active call; other numbers are inactive results; [ ] = another dose, or the depositor's remark. Potency means the concentration at half of the fitted maximal effect.

The first 3 compounds as a preview:
Screening CN(Cc1cc(=O)n2cc(Cl)ccc2n1)Cc1ccccc1Cl returned KDM5B inhibitor -12%.
Screening CCn1c(=O)sc2cc(NS(=O)(=O)c3ccc(F)c(C)c3)ccc21 returned KDM5B inhibitor 4%.
For COc1ccc(OCC2(C)COc3ccc(C(=O)NCc4ccco4)cc3N2)cc1 (stereo unspecified) the results were KDM5B inhibitor 18µM*.

The list itself, from the first entry:
Screening CN(Cc1cc(=O)n2cc(Cl)ccc2n1)Cc1ccccc1Cl returned KDM5B inhibitor -12%.
Screening CCn1c(=O)sc2cc(NS(=O)(=O)c3ccc(F)c(C)c3)ccc21 returned KDM5B inhibitor 4%.
For COc1ccc(OCC2(C)COc3ccc(C(=O)NCc4ccco4)cc3N2)cc1 (stereo unspecified) the results were KDM5B inhibitor 18µM*.
`CC(C)C(NC(=O)c1ccc(C(C)(C)C)cc1)C(=O)OCC(=O)N1CCCC1` (stereo unspecified) gave KDM5B inhibitor -10%.
COc1cc(NC(=O)NCC2CCN(Cc3ccc(C)cc3)CC2)cc(OC)c1OC was read as KDM5B inhibitor 13%.
CC(C)c1noc(C2CCCN(C(=O)Nc3ccccc3F)CCC(=O)NCC2)n1 (stereo unspecified) was read as KDM5B inhibitor 2%.
Screening CC(C)c1ccc(N(CC(=O)O)S(=O)(=O)c2ccc3[nH]c(=O)c(=O)[nH]c3c2)cc1 returned KDM5B inhibitor inconclusive.
Screening CCc1ccc(NC(=O)Cn2c(=O)nc(-c3ccccc3F)c3cc(Cl)ccc32)cc1 returned KDM5B inhibitor -1%.
`CO[C@H]1C[C@@H](O)C12CCN(C(=O)Cn1cc(C)c(=O)[nH]c1=O)CC2` gave KDM5B inhibitor 23%.
Screening C[C@@H](NC(=O)C1=C[C@@H](NC(=O)Nc2ccc(OC(F)(F)F)cc2)[C@@H](O)[C@H](O)C1)C(N)=O returned KDM5B inhibitor -22%.
Screening COc1cccc(NC(=O)COc2ccc3c(=O)c(Oc4ccc(F)cc4)coc3c2)c1 returned KDM5B inhibitor 9%.
`COc1ccc(CNC(=O)CCCCCn2c(=O)[nH]c3ccccc3c2=O)cc1` gave KDM5B inhibitor inconclusive.
Screening CC(=O)N1CCc2cc(S(=O)(=O)NC(Cc3ccccc3)C(=O)Nc3ccc(Cl)cc3)ccc21 (stereo unspecified) returned KDM5B inhibitor 6%.
Cc1cccc(OCC(=O)NCC(=O)N/N=C/c2ccccc2)c1 was read as KDM5B inhibitor 19%.
For COc1ccc(Cn2c(CNC(=O)Cc3cccc([N+](=O)[O-])c3)nc3cccnc32)cc1 the results were KDM5B inhibitor -18%.

Pulled by structure from above, six records:
Screening CC(C)c1ccc(N(CC(=O)O)S(=O)(=O)c2ccc3[nH]c(=O)c(=O)[nH]c3c2)cc1 returned KDM5B inhibitor inconclusive.
`CO[C@H]1C[C@@H](O)C12CCN(C(=O)Cn1cc(C)c(=O)[nH]c1=O)CC2` gave KDM5B inhibitor 23%.
Screening CCn1c(=O)sc2cc(NS(=O)(=O)c3ccc(F)c(C)c3)ccc21 returned KDM5B inhibitor 4%.
Screening CN(Cc1cc(=O)n2cc(Cl)ccc2n1)Cc1ccccc1Cl returned KDM5B inhibitor -12%.
Screening CC(=O)N1CCc2cc(S(=O)(=O)NC(Cc3ccccc3)C(=O)Nc3ccc(Cl)cc3)ccc21 (stereo unspecified) returned KDM5B inhibitor 6%.
Screening CCc1ccc(NC(=O)Cn2c(=O)nc(-c3ccccc3F)c3cc(Cl)ccc32)cc1 returned KDM5B inhibitor -1%.

The listing picks up with the 3 entries that preceded the break.
Screening CC(=O)N1CCc2cc(S(=O)(=O)NC(Cc3ccccc3)C(=O)Nc3ccc(Cl)cc3)ccc21 (stereo unspecified) returned KDM5B inhibitor 6%.
Cc1cccc(OCC(=O)NCC(=O)N/N=C/c2ccccc2)c1 was read as KDM5B inhibitor 19%.
For COc1ccc(Cn2c(CNC(=O)Cc3cccc([N+](=O)[O-])c3)nc3cccnc32)cc1 the results were KDM5B inhibitor -18%.
`O=C(NCc1ccccc1)c1cn(C2CN(C(=O)C3CCOC3)C2)nn1` (stereo unspecified) gave KDM5B inhibitor 3%.
CCCc1cc(=O)n2[nH]c(NC(=O)C(C)C)nc2n1 was read as KDM5B inhibitor -8%.
COc1ccc(N2CC(C(=O)NCCNC(=O)c3c[nH]c4ccccc34)CC2=O)cc1 (stereo unspecified) was read as KDM5B inhibitor 19%.
`O=C(Nc1cccc2ncccc12)c1ccc([N+](=O)[O-])cc1` gave KDM5B inhibitor -17%.
`CC[C@H]1CN(S(=O)(=O)c2ccccc2)CC[C@H]1CC(=O)NCCN1CCOCC1` gave KDM5B inhibitor 25%[86.2 µM].
O=C(NCC1CC1)c1nc2c(o1)CCN(Cc1cccs1)CC2 was read as KDM5B inhibitor 12%[86.2 µM].
`C=CCCC(CN1CCCOCC1)Oc1ccc(C#N)cn1` (stereo unspecified) gave KDM5B inhibitor -19%.
For CC1CCC2(CC1)NC(=O)N(CC(=O)Nc1ccccc1)C2=O (stereo unspecified) the results were KDM5B inhibitor -2%.
Screening O=c1ncn(-c2cccc(Cl)c2)c2ccccc12 returned KDM5B inhibitor 12%.
O=C(Nc1cccc(OC(F)(F)F)c1)[C@@H]1COCC(=O)N1Cc1ccc(F)cc1 was read as KDM5B inhibitor 16%.
CCCCCN1C(C(=O)c2ccccc2)=C(NC(C)=O)c2ccccc2S1(=O)=O was read as KDM5B inhibitor inconclusive.
For O=C(NCc1cccc(F)c1)c1ccc2c(c1)CC(=O)N2Cc1ccccc1 the results were KDM5B inhibitor -9%.
CS(=O)(=O)N1CCc2cc(C(=O)NCc3ccccc3)ccc21 was read as KDM5B inhibitor -13%.
Screening O=C(CCC(F)(F)F)N1CCc2nc(-c3ccc(Cl)cc3)[nH]c2C1 returned KDM5B inhibitor inconclusive.
O=C(CCCc1ccccc1)NCC(=O)N1CCCCCNC(=O)CC1c1ccccc1 (stereo unspecified) was read as KDM5B inhibitor -3%.
Screening CCCC(=O)Nc1nnc(S(=O)(=O)N(C)c2ccccc2)s1 returned KDM5B inhibitor 3%.
`Cc1ccc(-c2ccc3nnc(CNC(=O)c4cc(F)ccc4Cl)n3n2)cc1` gave KDM5B inhibitor 13µM*.
Screening Cc1ccc(CNC(=O)c2cc(C)nn2-c2ccccc2)cc1 returned KDM5B inhibitor 28%.
For COc1cccc(N2CCN(C(=O)C3(c4ccc(NC(C)=O)cc4)CCC3)CC2)c1 the results were KDM5B inhibitor 13%.
Screening O=C1CN(c2nc(-c3ccsc3)nc3ccccc23)CCN1 returned KDM5B inhibitor 2%.
For CCc1ccc2c(COC(=O)c3n[nH]c4ccccc34)cc(=O)oc2c1 the results were KDM5B inhibitor -9%.
`O=C(Cn1c(=O)c2cccn2c2ccccc21)NCc1ccccc1F` gave KDM5B inhibitor inconclusive.
`O=C(NC1CC1)[C@@H]1C[C@H](Oc2cccnc2)CN1C(=O)CCc1ccccc1` gave KDM5B inhibitor -25%.
Screening Cc1cc(=O)n2c(n1)SCOC2 returned KDM5B inhibitor 26%.
CN(C)C(=S)N(C)C was read as KDM5B inhibitor 16%.
`CCC(=O)N(C)C(c1ccc(C)cc1)c1c[nH]c2ccccc12` (stereo unspecified) gave KDM5B inhibitor 3%.
For CCCN1CCN(C(=O)c2cc(NC(=O)C3CCC3)cc3nc(C)ccc23)CC1 the results were KDM5B inhibitor 22µM*.
CC(C)NC(=O)C1CCC(Cn2c(=O)c3sccc3n(CC(=O)Nc3ccccc3)c2=O)CC1 (stereo unspecified) was read as KDM5B inhibitor 10%.
COc1ccc(-c2nn(-c3ccccc3)cc2CN2CCC(C#N)CC2)c(F)c1 was read as KDM5B inhibitor -27%.
`Cc1ccc(Nc2nc(C)cc(C)n2)c(C(=O)O)c1` gave KDM5B inhibitor inconclusive.
For COCc1ccc(C(=O)NC(C)c2ccc(F)cc2)cc1 (stereo unspecified) the results were KDM5B inhibitor 16%.
`COc1ccc(-c2noc(-c3nnn(-c4cc(C)ccc4C)c3N)n2)cc1` gave KDM5B inhibitor 4%.
Screening CCOc1ccccc1NC(=O)CCn1nc(C)c(S(=O)(=O)N2CCCCC2)c1C returned KDM5B inhibitor -27%.
NS(=O)(=O)c1ccc(C(=O)NCc2cnn(Cc3ccccc3)c2)cc1 was read as KDM5B inhibitor -15%.
Screening Cc1cn2nc(C(=O)N3CCN(c4ccccc4)CC3)cc2c(N(C)Cc2ccccc2)n1 returned KDM5B inhibitor 25µM*.
`Cc1nc(-c2c3n(c(=O)n(Cc4ccc(Br)cc4)c2=O)CCCCC3)no1` gave KDM5B inhibitor 1%.
`c1ccc(CSc2nc3ncccc3[nH]2)cc1` gave KDM5B inhibitor -7%.
Cc1cc(C(F)(F)F)nc(SC(C(=O)O)c2ccccc2)n1 (stereo unspecified) was read as KDM5B inhibitor 11%.
Screening Cc1cc(NS(=O)(=O)c2ccc(NC(=O)CSc3nc4ncc(Cl)cc4[nH]3)cc2)nc(C)n1 returned KDM5B inhibitor 18%.
O=C(CSc1nnc(-c2ccc(Cl)cc2)o1)N1CCC(c2ccccc2)=N1 was read as KDM5B inhibitor -1%.
Screening CCOC(=O)c1c(NC(=O)COc2ccc(Cl)cc2Cl)sc2c1CCCCC2 returned KDM5B inhibitor 11%.
Screening Cc1nn(C)cc1CN(C)C(=O)Cn1nc2n(c1=O)CCC(N)CC2 (stereo unspecified) returned KDM5B inhibitor -9%.
Screening O=C1CC(c2noc(-c3ccc4c(c3)OCO4)n2)CN1c1ccc(Cl)cc1 (stereo unspecified) returned KDM5B inhibitor 28µM*.
C[C@@H]1C[C@H](O)CCCCCC(=O)Cc2cc(O)cc(O)c2C(=O)O1 was read as KDM5B inhibitor -13%.
For O=C1CN(C(=O)c2cc(-c3ccccn3)nc3cc(F)ccc23)CCN1 the results were KDM5B inhibitor -1%.
Screening CCCn1c(C)c(CC(=O)NCCn2cccn2)c2c1CC(C)(C)CC2=O returned KDM5B inhibitor -20%.
Screening CS(=O)(=O)N(CCCC(=O)Nc1ccc2c(c1)OCCO2)c1ccc(Cl)cc1 returned KDM5B inhibitor 9%.
For Cc1cccc(C)c1OCc1cc(C(=O)N2CCN3CCCC3C2)no1 (stereo unspecified) the results were KDM5B inhibitor 3%.
For CC1(c2ccc(C#N)cc2)NC(=O)N(Cc2coc(-c3cccs3)n2)C1=O (stereo unspecified) the results were KDM5B inhibitor -14%.
`O=C(COc1ccccc1)N[C@H]1CO[C@H]2[C@@H]1OC[C@@H]2Nc1nccc(-c2cccs2)n1` gave KDM5B inhibitor 28µM*.
`COc1ccc2nc3sc(C(=O)Nc4cc(Cl)c(OC)cc4OC)cc3cc2c1` gave KDM5B inhibitor -14%.
`COc1cccc(-c2nc3cnccn3c2NCCC(=O)N2CCc3ccccc32)c1` gave KDM5B inhibitor 22µM*.
CC(C)c1ccc(OCC(O)CN2CCN(c3ccc(F)cc3)CC2)cc1 (stereo unspecified) was read as KDM5B inhibitor inconclusive.
CC(C)NC(=O)N1CCCC1c1nc(CCOc2ccc(F)cc2)no1 (stereo unspecified) was read as KDM5B inhibitor 4%.
`O=C1N(C2CCOCC2)C[C@H]2CN(Cc3cccc(Cl)c3)CCN12` gave KDM5B inhibitor -31%[86.2 µM].
`Cn1c(SCC(=O)NC2CCCCC2)nnc1-c1ccc(F)cc1` gave KDM5B inhibitor 7%.
For O=C(NCc1ccc(S(=O)(=O)N2CCOCC2)cc1)c1cc(-c2ccncc2)nc2ccccc12 the results were KDM5B inhibitor 2%.
Cc1ccc2c(c1)C(c1ccc(F)cc1)N(C(=O)c1cccc(C(F)(F)F)c1)CC(=O)N2 (stereo unspecified) was read as KDM5B inhibitor -11%.
`O=c1oc(-c2ccccc2Cl)nc2ccc(Br)cc12` gave KDM5B inhibitor 22%.
Screening O=C(NCC1CCOCC1)C1=NO[C@@H]2CN(CCc3ccccc3)C[C@H]12 returned KDM5B inhibitor -29%[86.2 µM].
`CC1(C)CC(=O)C/C(=N/NC(=O)c2ccccc2)C1` gave KDM5B inhibitor inconclusive.
`CC(=O)c1cccc(NC(=O)CN(CCc2ccccc2)S(C)(=O)=O)c1` gave KDM5B inhibitor -25%.
For CCOc1ccccc1C1Nc2ccccc2-c2nnc(SCc3ccccc3)nc2O1 (stereo unspecified) the results were KDM5B inhibitor 2%.
Screening COc1nc2c(cc1CNC(=O)C1CCCC1)C(=O)N(CCc1ccccn1)C2 returned KDM5B inhibitor -3%.
For CN(CC1CCOCC1)S(=O)(=O)c1ccccc1 the results were KDM5B inhibitor 13%.
Screening c1ccc(-c2noc(-c3ccn4c(CN5CCN(c6ccccc6)CC5)nnc4c3)n2)cc1 returned KDM5B inhibitor inconclusive.
`Clc1ccc(Nc2nc(NC3CCCCCC3)nc3c2cnn3-c2ccccc2)cc1` gave KDM5B inhibitor 8%.
`CCOc1ccc(NC(=O)Cn2c(CCC(=O)O)ccc2-c2ccc(Cl)cc2)cc1` gave KDM5B inhibitor inconclusive.
`N#Cc1cccc2[nH]ccc12` gave KDM5B inhibitor inconclusive.
Screening Cc1nn2c(C(F)(F)F)cc(-c3ccc(OC(C)C)cc3)nc2c1C#N returned KDM5B inhibitor inconclusive.
O=C(OCc1cc(=O)n2nc(C3CC3)sc2n1)c1ccc(F)cc1 was read as KDM5B inhibitor -12%.
Screening CCCN(CCC)C(=O)CN1C(=O)NC2(CCC(C)CC2)C1=O (stereo unspecified) returned KDM5B inhibitor 20%.
For O=c1c(N2CCc3ccccc3C2)csc2ccc(Cl)cc12 the results were KDM5B inhibitor inconclusive.
CN(C)c1cc(CNC(=O)Cc2ccccc2F)ccn1 was read as KDM5B inhibitor 165%[activator].
`CNC(=O)[C@@H]1CN(C(=O)c2coc(C)n2)C[C@H]1COC` gave KDM5B inhibitor 16%.
`CNC(=O)CNC(=O)c1ccc(Br)cc1` gave KDM5B inhibitor 9%.
Screening COCCn1c(SCC(=O)c2ccc(Br)s2)nnc1-c1ccc(Cl)cc1 returned KDM5B inhibitor -1%.

Only part of the results is shown; the hit share may differ from the screen's.
